Compound activity: PubChem BioAssay, Johns Hopkins Ion Channel Center
TRPC4 agonist – opens the mouse TRPC4 cation channel; hit rate 0.49% among 310,000; B-score at 10 µM; HEK293 TRPC4beta/mu-opioid, Fluo4 calcium fluorescence; active compounds read high; Q9QUQ5;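 active means B-score above 5 SD of library B-scores, and initial fluorescence ratio not above library mean plus 5 SD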;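 further: positive B-score marks a calcium rise read as TRPC4 activation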
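system = HEK293 cells stably co-expressing mouse TRPC4beta and mu-opioid receptor | schedule = Fluo4 dye loading 45 min at room temperature, 110 s recording | measure = B-scored integrated calcium fluorescence ratio | signal = Fluo4 calcium-sensitive dye fluorescence, kinetic, 1 Hz baseline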
MrgX1 ag – activates human MrgX1 receptor signaling. MrgX1-HEK293 cells, Fluo-4 calcium fluorescence, agonist mode; active compounds read high. AID 588627. hit rate 0.44% among 310,000. B-score at 10 µM;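 active means calcium response B-score plate-corrected fluorescence ratio at least 3 library SD, with starting fluorescence B-score inside 5 SD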
Target sequence (Q96LB2 whole entry, looked up): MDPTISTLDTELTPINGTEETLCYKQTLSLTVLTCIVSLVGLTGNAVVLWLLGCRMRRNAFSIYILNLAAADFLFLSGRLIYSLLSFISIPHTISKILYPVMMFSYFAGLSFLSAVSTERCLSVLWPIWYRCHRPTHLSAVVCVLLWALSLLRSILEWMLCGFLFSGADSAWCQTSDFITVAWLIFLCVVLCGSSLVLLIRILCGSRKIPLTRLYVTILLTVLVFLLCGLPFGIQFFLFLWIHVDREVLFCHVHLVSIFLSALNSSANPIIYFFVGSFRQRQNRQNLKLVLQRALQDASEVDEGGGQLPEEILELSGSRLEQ
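Test system: Stable human MrgX1 HEK293 cell line | Schedule: Overnight plating before 1 h dye loading | Read-out basis: Baseline-normalised fluorescence change ratio, B-scored | Detection: Kinetic calcium dye fluorescence, Fluo-4 NW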
ANO1 activ – mouse TMEM16A channel activation, primary screen | Q8BHY3 | HEK293 TMEM16A/YFP-H148Q/I152L, iodide quench fluorescence; active compounds read low | B-score at 10 µM | hit rate 0.3% among 340,000;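 active means fluorescence-ratio B-score plate-corrected deviation score at least 3 library SD below zero, with starting fluorescence score within 5 deviations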;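 further: channel opened by trigger with iodide after compound preincubation; score built on the fluorescence ratio of max minus min over baseline; more negative score means more quench and so TMEM16A activation or potentiation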
TRPC4 block – TRPC4 (mouse) channel inhibition; B-score at 10 µM; Q9QUQ5; hit rate 0.39% among 300,000; AID 2247; HEK293 TRPC4beta/mu-opioid, DAMGO-evoked Fluo4 calcium flux; active compounds read low;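 active means B-score over 3 SD under the library average, no early fluorescence shift, positive overall ratio signal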
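test system = HEK293 cells with stable TRPC4beta plus mu-opioid receptor expression | detection = Fluo4 Ca2+ flux fluorescence | read-out = integrated fluorescence ratio relative to baseline, converted to per-well B score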
MrgX1 antagonist – antagonists of human MrgX1 receptor. hit rate 1.3% among 310,000. Q96LB2. MRGX1-HEK293 calcium flux, Fluo-4, BAM8-22 antagonism; active compounds read low. B-score at 10 µM;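 active means calcium-response B-score plate-corrected more than 3 library SD below zero, starting fluorescence within 5 deviations, no agonist response on first addition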;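 further: peak minus trough fluorescence over baseline after final BAM8-22 challenge near maximal dose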
TRPC6 activator – mouse TRPC6 channel activation; Q61143; HEK293-TRPC6 membrane potential dye fluorescence; active compounds read high; B-score at 10 µM; hit rate 0.13% among 310,000;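 active means B-score of the integrated fluorescence ratio above library mean plus 3 SD, and starting fluorescence ratio within library mean plus 5 SD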;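 further: higher score means more depolarization so channel activation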
MrgX1 PAM – human MrgX1 positive allosteric modulation, primary screen. MrgX1-HEK293, Fluo-4 calcium flux, FDSS; active compounds read high. B-score at 10 µM. hit rate 0.63% among 310,000;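 active means plate-corrected calcium response at least 3 library SD above typical, normal starting fluorescence, not activating the receptor alone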;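 further: compound read alongside a low EC10 to EC30 dose of BAM8-22 agonist; peak minus trough fluorescence over baseline measured at the second addition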
RGS4 inh – human RGS4 inhibition; P49798; HEK293 M3R/RGS4 inducible, Fluo-4 calcium flux; active compounds read high; triggered by carbachol at its EC20; B-score at 10 µM; AID 463165; hit rate 0.45% among 310,000;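 active means B-score, a plate-corrected calcium signal, over three deviations above library mean, with baseline fluorescence within five deviations of library mean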;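 further: RGS4 expression induced by doxycycline in cells with stable M3 receptor; B-score is computed from the integrated fluorescence ratio over baseline after carbachol; higher B-score means a larger calcium signal and so more RGS4 inhibition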
Target sequence (P49798 whole entry, looked up): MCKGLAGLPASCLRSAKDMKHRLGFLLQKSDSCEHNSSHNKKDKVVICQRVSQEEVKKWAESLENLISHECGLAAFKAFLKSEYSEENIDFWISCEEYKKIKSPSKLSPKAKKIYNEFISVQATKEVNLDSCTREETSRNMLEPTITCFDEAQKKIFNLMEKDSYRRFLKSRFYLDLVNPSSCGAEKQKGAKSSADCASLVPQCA
ANO1 block – mouse TMEM16A channel inhibition, primary screen | Q8BHY3 | HEK293 TMEM16A/YFP iodide influx fluorescence, ionomycin | normalized B-score (activity score, 25-100; higher = stronger inhibition) at 10 µM | hit rate 1.2% among 310,000;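 active means ratio plate-corrected score three or more library SD toward inhibition, starting fluorescence score within five deviations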;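 further: score derived from kinetic fluorescence span divided by baseline fluorescence per well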
TRPC4 PAM – TRPC4 (mouse) allosteric potentiation; AID 2227; B-score at 10 µM; hit rate 0.42% among 310,000; HEK293 TRPC4beta/mu-opioid, DAMGO EC20, Fluo-4 Ca2+ flux; active compounds read high;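 active means B-score of calcium response area above 5 SD of library B-scores, with initial fluorescence ratio within 5 SD of library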;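 further: B-score of integrated fluorescence ratio over time as area under calcium response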
TRPC6 inhibitor – inhibitors of mouse TRPC6 channel; hit rate 1.1% among 310,000; B-score at 10 µM; HEK293-TRPC6, membrane potential dye, ACh-evoked depolarization; active compounds read low; Q61143;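 active means B-score under library mean minus 3 SD, initial fluorescence not abnormally high, positive integrated signal ratio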;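 further: B-score derived from integrated fluorescence ratio over the kinetic read; more negative B-score means stronger inhibition of depolarization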
Starred values were filed as active, the others as inactive.

Results for COc1cccc(C(CC(=O)NCc2ccco2)NS(=O)(=O)c2ccc(C)cc2)c1OC (stereo not given) ?
TRPC4 agonist: inactive; MrgX1 ag: inactive; ANO1 activ: inactive; TRPC4 block: inactive; MrgX1 antagonist: inactive; TRPC6 activator: inactive; MrgX1 PAM: inactive; RGS4 inh: inactive; ANO1 block: inactive; TRPC4 PAM: inactive; TRPC6 inhibitor: inactive

What do the screens show for `O=C(CNCc1ccccc1)Nc1ccc(F)cc1`?
TRPC4 agonist: inactive; MrgX1 ag: inactive; ANO1 activ: inactive; TRPC4 block: inactive; MrgX1 antagonist: inactive; TRPC6 activator: inactive; MrgX1 PAM: inactive; RGS4 inh: inactive; ANO1 block: inactive; TRPC4 PAM: inactive; TRPC6 inhibitor: inactive

What do the screens show for `Cc1ccc(NC(=S)N2CCC(NC(=O)c3ccc(F)cc3)CC2)cc1`?
TRPC4 agonist: inactive; MrgX1 ag: inactive; ANO1 activ: inactive; TRPC4 block: inactive; MrgX1 antagonist: inactive; TRPC6 activator: inactive; MrgX1 PAM: inactive; RGS4 inh: inactive; ANO1 block: inactive; TRPC4 PAM: inactive; TRPC6 inhibitor: inactive

How did CCC(O)C1CCN(Cc2cn(Cc3ccccc3)nc2-c2cc3ccccc3o2)CC1 (stereo not given) do in these assays?
TRPC4 agonist: inactive; MrgX1 ag: inactive; ANO1 activ: inactive; TRPC4 block: inactive; MrgX1 antagonist: inactive; TRPC6 activator: inactive; MrgX1 PAM: inactive; RGS4 inh: inactive; ANO1 block: inactive; TRPC4 PAM: inactive; TRPC6 inhibitor: inactive

How did COc1ccc(C2C(C(=O)c3ccco3)=C(O)C(=O)N2CC2CCCO2)cc1OC (stereo not given) do in these assays?
TRPC4 agonist: inactive; MrgX1 ag: inactive; ANO1 activ: inactive; TRPC4 block: inactive; MrgX1 antagonist: inactive; TRPC6 activator: inactive; MrgX1 PAM: inactive; RGS4 inh: inactive; ANO1 block: inactive; TRPC4 PAM: inactive; TRPC6 inhibitor: inactive

What do the screens show for `COc1ccc(NC(=O)COC(=O)c2ccc(Br)o2)cc1OC`?
TRPC4 agonist: inactive; MrgX1 ag: inactive; TRPC4 block: inactive; MrgX1 antagonist: inactive; TRPC6 activator: inactive; MrgX1 PAM: inactive; RGS4 inh: inactive; ANO1 block: inactive; TRPC4 PAM: inactive; TRPC6 inhibitor: inactive

How did O=c1[nH]c2ccccc2c2nc3ccccn3c12 do in these assays?
TRPC4 agonist: inactive; MrgX1 ag: inactive; ANO1 activ: inactive; TRPC4 block: inactive; MrgX1 antagonist: inactive; TRPC6 activator: inactive; MrgX1 PAM: inactive; RGS4 inh: inactive; ANO1 block: inactive; TRPC4 PAM: inactive; TRPC6 inhibitor: inactive

What do the screens show for `O=C1C2ON(c3ccccc3)C(c3ccccn3)C2C(=O)N1c1ccc(Br)cc1` (stereo not given)?
TRPC4 agonist: inactive; MrgX1 ag: inactive; ANO1 activ: inactive; TRPC4 block: inactive; MrgX1 antagonist: inactive; TRPC6 activator: inactive; MrgX1 PAM: inactive; RGS4 inh: inactive; ANO1 block: inactive; TRPC4 PAM: inactive; TRPC6 inhibitor: inactive

Results for CCCn1c(N)c(N(CCOC)C(=O)COC(=O)CSc2cc(C)c3ccccc3n2)c(=O)[nH]c1=O ?
TRPC4 agonist: inactive; MrgX1 ag: inactive; ANO1 activ: inactive; TRPC4 block: inactive; MrgX1 antagonist: inactive; TRPC6 activator: inactive; MrgX1 PAM: inactive; RGS4 inh: inactive; ANO1 block: inactive; TRPC4 PAM: inactive; TRPC6 inhibitor: inactive

Results for N#CCSc1nnc2ccc3ccccc3n12 ?
TRPC4 agonist: inactive; MrgX1 ag: inactive; ANO1 activ: inactive; TRPC4 block: inactive; MrgX1 antagonist: inactive; TRPC6 activator: inactive; MrgX1 PAM: inactive; RGS4 inh: inactive; ANO1 block: inactive; TRPC4 PAM: inactive; TRPC6 inhibitor: inactive

What do the screens show for `Cc1ccc2nc(SCC(=O)Nc3cc(C)on3)[nH]c2c1`?
TRPC4 agonist: inactive; MrgX1 ag: inactive; ANO1 activ: inactive; TRPC4 block: inactive; MrgX1 antagonist: inactive; TRPC6 activator: inactive; MrgX1 PAM: inactive; RGS4 inh: inactive; ANO1 block: inactive; TRPC4 PAM: inactive; TRPC6 inhibitor: inactive

What do the screens show for `O=C(C(c1ccccc1)c1ccccc1)N1CCN(Cc2ccco2)CC1`?
TRPC4 agonist: inactive; MrgX1 ag: inactive; ANO1 activ: inactive; TRPC4 block: inactive; MrgX1 antagonist: inactive; TRPC6 activator: inactive; MrgX1 PAM: inactive; RGS4 inh: inactive; ANO1 block: inactive; TRPC4 PAM: inactive; TRPC6 inhibitor: inactive

What do the screens show for `CCCn1nnc(NC(=O)COc2ccccc2Cl)n1`?
TRPC4 agonist: inactive; MrgX1 ag: inactive; ANO1 activ: inactive; TRPC4 block: inactive; MrgX1 antagonist: inactive; TRPC6 activator: inactive; MrgX1 PAM: inactive; RGS4 inh: inactive; ANO1 block: inactive; TRPC4 PAM: inactive; TRPC6 inhibitor: inactive

Results for O=C(O)c1cccnc1SCC(=O)N1CCCCCC1 ?
TRPC4 agonist: inactive; MrgX1 ag: inactive; ANO1 activ: inactive; TRPC4 block: inactive; MrgX1 antagonist: inactive; TRPC6 activator: inactive; MrgX1 PAM: inactive; RGS4 inh: inactive; ANO1 block: inactive; TRPC4 PAM: inactive; TRPC6 inhibitor: inactive

How did O=C(NCCN1C(=O)CSC1=O)C1CC(=O)N(c2ccccc2)C1 (stereo not given) do in these assays?
TRPC4 agonist: inactive; MrgX1 ag: inactive; ANO1 activ: inactive; TRPC4 block: inactive; MrgX1 antagonist: inactive; TRPC6 activator: inactive; MrgX1 PAM: inactive; RGS4 inh: inactive; ANO1 block: inactive; TRPC4 PAM: inactive; TRPC6 inhibitor: inactive

How did Cc1cccc2cc(CN(CC(C)C)S(=O)(=O)c3ccccc3)c(=O)[nH]c12 do in these assays?
TRPC4 agonist: inactive; MrgX1 ag: inactive; ANO1 activ: inactive; TRPC4 block: inactive; MrgX1 antagonist: inactive; TRPC6 activator: inactive; MrgX1 PAM: inactive; RGS4 inh: inactive; ANO1 block: inactive; TRPC4 PAM: inactive; TRPC6 inhibitor: inactive

What do the screens show for `Cc1ccccc1NC(=O)Nc1ccccc1N1CCCCC1`?
TRPC4 agonist: inactive; MrgX1 ag: inactive; ANO1 activ: inactive; TRPC4 block: inactive; MrgX1 antagonist: inactive; TRPC6 activator: inactive; MrgX1 PAM: inactive; RGS4 inh: inactive; ANO1 block: inactive; TRPC4 PAM: inactive; TRPC6 inhibitor: inactive

What do the screens show for `O=C1/C(=C/c2cccnc2)Sc2ccccc21`?
TRPC4 agonist: inactive; MrgX1 ag: 47*; ANO1 activ: inactive; TRPC4 block: inactive; MrgX1 antagonist: inactive; TRPC6 activator: inactive; MrgX1 PAM: inactive; RGS4 inh: 7.9*; ANO1 block: inactive; TRPC4 PAM: inactive; TRPC6 inhibitor: inactive

Results for CCN1CCN(C(=O)C2CC(c3ccc(F)cc3)=NO2)CC1 (stereo not given) ?
TRPC4 agonist: inactive; MrgX1 ag: inactive; ANO1 activ: inactive; TRPC4 block: inactive; MrgX1 antagonist: inactive; TRPC6 activator: inactive; MrgX1 PAM: inactive; RGS4 inh: inactive; ANO1 block: inactive; TRPC4 PAM: inactive; TRPC6 inhibitor: inactive

What do the screens show for `COc1ccc(/C(C)=N/Nc2ccc(C(=O)O)cc2)cc1OC`?
TRPC4 agonist: inactive; MrgX1 ag: inactive; ANO1 activ: inactive; TRPC4 block: inactive; MrgX1 antagonist: inactive; TRPC6 activator: inactive; MrgX1 PAM: inactive; RGS4 inh: inactive; ANO1 block: inactive; TRPC4 PAM: inactive; TRPC6 inhibitor: inactive

Results for COc1ccc(/C=N/NC(=O)Nc2nonc2N)cc1 ?
TRPC4 agonist: inactive; MrgX1 ag: inactive; ANO1 activ: inactive; TRPC4 block: inactive; MrgX1 antagonist: inactive; TRPC6 activator: inactive; MrgX1 PAM: inactive; RGS4 inh: inactive; ANO1 block: inactive; TRPC4 PAM: inactive; TRPC6 inhibitor: inactive

Results for C=C(C)c1ccc(C(C)(C)NC(=O)N(Cc2ccccc2)Cc2ccco2)cc1 ?
TRPC4 agonist: inactive; MrgX1 ag: inactive; ANO1 activ: inactive; TRPC4 block: inactive; MrgX1 antagonist: inactive; TRPC6 activator: inactive; MrgX1 PAM: inactive; RGS4 inh: inactive; ANO1 block: inactive; TRPC4 PAM: inactive; TRPC6 inhibitor: inactive

What do the screens show for `Cn1c(SCC(=O)Nc2cccc(Br)c2)nnc1-c1cc2ccccc2o1`?
TRPC4 agonist: inactive; MrgX1 ag: inactive; ANO1 activ: inactive; TRPC4 block: inactive; MrgX1 antagonist: inactive; TRPC6 activator: inactive; MrgX1 PAM: inactive; RGS4 inh: inactive; ANO1 block: inactive; TRPC4 PAM: inactive; TRPC6 inhibitor: inactive

How did CC(=O)N1c2ccc(S(=O)(=O)N3CCCC(C(=O)Nc4ccc(F)cc4)C3)cc2CC1C (stereo not given) do in these assays?
TRPC4 agonist: inactive; MrgX1 ag: inactive; ANO1 activ: inactive; TRPC4 block: inactive; MrgX1 antagonist: inactive; TRPC6 activator: inactive; MrgX1 PAM: inactive; RGS4 inh: inactive; ANO1 block: inactive; TRPC4 PAM: inactive; TRPC6 inhibitor: -5.1*

What do the screens show for `CCOC(=O)c1c(N)sc2c1CCN(CCc1ccccc1)C2`?
TRPC4 agonist: inactive; MrgX1 ag: inactive; ANO1 activ: inactive; TRPC4 block: inactive; MrgX1 antagonist: inactive; TRPC6 activator: inactive; MrgX1 PAM: inactive; RGS4 inh: inactive; ANO1 block: inactive; TRPC4 PAM: inactive; TRPC6 inhibitor: -5.9*

What do the screens show for `CC1=C(C(=O)Nc2ccccc2C)C(c2ccc(C)o2)n2c(s/c(=C/c3ccccc3)c2=O)=N1` (stereo not given)?
TRPC4 agonist: inactive; MrgX1 ag: inactive; ANO1 activ: inactive; TRPC4 block: inactive; MrgX1 antagonist: inactive; TRPC6 activator: inactive; MrgX1 PAM: inactive; RGS4 inh: inactive; ANO1 block: inactive; TRPC4 PAM: inactive; TRPC6 inhibitor: inactive

Results for COc1ccccc1CNC(=O)c1n[nH]c2ccccc12 ?
TRPC4 agonist: inactive; MrgX1 ag: inactive; ANO1 activ: inactive; TRPC4 block: inactive; MrgX1 antagonist: inactive; TRPC6 activator: inactive; MrgX1 PAM: inactive; RGS4 inh: inactive; ANO1 block: inactive; TRPC4 PAM: inactive; TRPC6 inhibitor: inactive
